Akt phos inh = HTS Assay for Inhibitors of Akt Phophorylation: Primary Screen. hit rate 0.32% among 360,000. Neuro2A IGF-stimulated pAkt S473 HTRF, 20 min; hits give low values. activity change, % for hits at 50 µM; in the data active = activity change below about -80%; inconclusive = mostly about -51% to -80%; note: % is set by controls: 0 for no effect and ±100 for the full control effect
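Neuro2A cells in DMEM with 0.5% FBS, overnight at 37 deg C, given compound at single 50 µM final, then IGF (6 nM final) for 20 min at 37 deg C. Lysed; phospho-Akt Ser473 by HTRF after 24 h, 665/615 ratio.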
FUS suppressor = qHTS for Suppressors of FUS Proteinopathy: Primary screen using FUS-linked yeast assay | S. cerevisiae FUS-expressing, growth rescue, OD600, 24 h | Potency, µM (top dose mostly 76.6 µM), for inactives: at the top dose growth rescue (activation), hits mostly activators | hit rate 0.24% among 390,000 | AID 1347120, 2019;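 note: potency is the fitted concentration of half-maximal effect; plate controls were DMSO vehicle for no effect and reference control for full effect; nearly all actives have a fitted effect of over 55% in size; some results filed as inactive show a strong effect at the top dose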
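Quantitative HTS measuring growth restoration of FUS-toxic yeast. Galactose-induced cells (OD 0.005) were exposed 24hr at 30C to compounds at several concentrations, then absorbance at 600 nm was recorded.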
PTHR1 ag = qHTS for PTHR1 Agonists: Primary Screen | Parathyroid hormone/parathyroid hormone-related peptide receptor (Homo sapiens), Q03431 | HEK293 GP2 PTHR1 cells, GloSensor cAMP luminescence, 1 h | Potency, µM (doses to about 115 µM), for inactives: top-dose activation, hits mostly activators | hit rate 0.075% among 410,000; note: potency is the fitted concentration of half-maximal effect; nearly all actives have a fitted effect of over 55% in size; some results filed as inactive show a strong effect at the top dose; inactives centre near -15; many of its hits are not listed in these tables
Target sequence (Q03431 whole entry, looked up): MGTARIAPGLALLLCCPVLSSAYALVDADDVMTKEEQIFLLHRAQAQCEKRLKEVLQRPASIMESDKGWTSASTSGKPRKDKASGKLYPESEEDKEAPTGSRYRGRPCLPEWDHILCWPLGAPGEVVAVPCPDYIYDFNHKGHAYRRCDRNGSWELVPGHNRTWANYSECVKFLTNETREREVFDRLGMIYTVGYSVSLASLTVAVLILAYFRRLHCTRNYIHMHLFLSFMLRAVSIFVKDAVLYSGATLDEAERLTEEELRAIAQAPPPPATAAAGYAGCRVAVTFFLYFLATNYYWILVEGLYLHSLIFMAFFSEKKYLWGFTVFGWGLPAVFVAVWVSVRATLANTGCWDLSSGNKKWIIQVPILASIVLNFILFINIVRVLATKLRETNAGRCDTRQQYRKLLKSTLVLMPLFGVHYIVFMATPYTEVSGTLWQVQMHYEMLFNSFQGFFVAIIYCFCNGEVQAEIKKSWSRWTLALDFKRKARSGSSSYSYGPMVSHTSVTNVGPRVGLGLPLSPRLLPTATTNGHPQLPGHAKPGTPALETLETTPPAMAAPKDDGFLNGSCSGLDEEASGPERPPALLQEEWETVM
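HEK-293-derived GP2 cells expressing PTHR1 and a GloSensor cAMP reporter, 3,000/well, plated overnight, given luciferin plus IBMX (each 0.5 mM as added) for 1 h at 37 °C, then compound for 1 h at 37 °C. Luminescence was read after 15 min at room temperature.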
Mm-Cpn inhibitor = Inhibitors of TCP-1 ring complex (TRiC) of Methanococcus maripaludis (MmCpn): qHTS. Chaperonin Mm-Cpn (Methanococcus maripaludis). purified Mm-Cpn ATPase, ADP Transcreener TR-FRET. Potency, µM (doses to about 76.9 µM), without a hit: at the top dose activity, negative = inhibition, most hits filed as inhibitors. hit rate 0.031% among 330,000. AID 504842, 2011; note: potency is the fitted concentration of half-maximal effect; % is set by controls: 0 for no effect and ±100 for the full control effect; nearly all actives have a fitted effect of over 80% in size
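Measured: ADP formation by purified Mm-CPN. Conditions: 25 nM protein, 10 uM ATP, Tris pH 7.4 with Mg2+, K+ and DTT, 37°C for 30 min. Detection: Transcreener HTRF after 30 min at room temperature.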
Abeta yeast res = qHTS for compounds that reverse cellular toxicity of Amyloid beta (A-beta) peptide in yeast: Primary Screen; yeast expressing A-beta42, growth rescue, OD600, 48 h; response scale: 0% DMSO, 100% iron-clioquinol control; Potency, µM (titrated, usually from 46.1 µM), for inactives: at the highest dose growth rescue, actives largely listed as activators; hit rate 0.063% among 410,000; AID 1347071, 2019; note: potency is the fitted concentration of half-maximal effect; nearly all actives have a fitted effect of over 55% in size
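Yeast A-beta toxicity model in growth medium with pinned compounds, 48 h at 30 C; growth read as absorbance at 600 nm. Normalized to FeCl3/clioquinol equimolar mix (positive) and DMSO (negative).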
GLP-1R inv ag = qHTS of GLP-1 Receptor Inverse Agonists (Inhibition Mode); Potency, µM (top dose mostly 38.3 µM), for inactives: at the highest dose activity change, negative = inhibition, usual class: inhibitors; hit rate 1.6% among 410,000; Glucagon-like peptide 1 receptor (Homo sapiens), P43220; HEK293 GLP-1R CRE-luciferase, luminescence, 24 h; GLP-1R form is constitutively active; note: potency is the fitted concentration of half-maximal effect; % is set by controls: 0 for no effect and ±100 for the full control effect; nearly all actives have a fitted effect of over 55% in size
Target sequence (P43220 whole entry, looked up): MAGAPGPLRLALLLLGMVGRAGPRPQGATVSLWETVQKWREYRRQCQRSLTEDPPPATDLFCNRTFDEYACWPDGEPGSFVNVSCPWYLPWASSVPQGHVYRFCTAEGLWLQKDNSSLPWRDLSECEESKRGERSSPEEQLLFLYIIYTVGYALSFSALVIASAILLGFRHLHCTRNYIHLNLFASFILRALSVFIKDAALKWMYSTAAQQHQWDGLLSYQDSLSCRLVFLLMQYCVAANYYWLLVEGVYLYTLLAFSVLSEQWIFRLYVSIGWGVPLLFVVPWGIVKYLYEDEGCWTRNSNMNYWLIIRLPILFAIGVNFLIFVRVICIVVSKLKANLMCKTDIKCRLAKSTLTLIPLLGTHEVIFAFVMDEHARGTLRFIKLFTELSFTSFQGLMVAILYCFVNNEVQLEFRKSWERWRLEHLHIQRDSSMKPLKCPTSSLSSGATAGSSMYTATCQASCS
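Inverse agonism was detected as reduced cAMP-driven luciferase luminescence after 24 h compound treatment. The cells were HEK293 clones expressing constitutively active human GLP-1R with the reporter. Reporter-only and GPR119 cell lines served as counterscreen controls.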
aSyn yeast inh = qHTS of alpha-syn Inhibitors. AID 652106, 2013. Yeast expressing alpha-synuclein, growth rescue, BacTiter-Glo, 24 h. Potency, µM (highest dose often 46.1 µM), for the others: at the highest dose growth rescue (activation), hits mostly activators. hit rate 0.14% among 370,000; note: potency is the fitted concentration of half-maximal effect; % of control where 0% means no effect; nearly all actives have a fitted effect of over 65% in size
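Readout is rescue of growth in alpha-synuclein-expressing yeast, so inhibitors of toxicity appear as activators. Growth after 24 hr at 30 deg C in galactose medium is quantified by luminescence.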
HEK293 tox = qHTS of GLP-1 Receptor Inverse Agonists: Cytotox Screen. HEK293 cAMP-luciferase reporter cells, luminescence, 24 h. AID 624418, 2012. hit rate 0.13% among 410,000. Potency, µM (series often up to 38.3 µM), without a hit: top-dose activity change, negative = inhibition, usual class: inhibitors;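 note: loss of luciferase light is scored as toxicity; potency is the fitted concentration of half-maximal effect; % is set by controls: 0 for no effect and ±100 for the full control effect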
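Here, cytotoxicity is scored as loss of luminescence. The MLSMR collection was tested on cells seeded in medium containing 10% Nu serum, with a 24 hr compound exposure preceded by 12 hours of culture.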
TDP43 rescue = qHTS of TDP-43 Inhibitors; TDP-43 expressing yeast growth rescue, BacTiter-Glo, 24 h; Potency, µM (top dose mostly 46.1 µM), for inactives: at the highest dose growth rescue (activation), actives largely listed as activators; hit rate 1.8% among 410,000; AID 652104, 2013; note: potency is the fitted concentration of half-maximal effect; % of control where 0% means no effect; nearly all actives have a fitted effect of over 50% in size
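Growth rescue of TDP-43-toxic yeast measured as ATP luminescence (BacTiter-Glo). Cells grown to mid-log in raffinose, induced in galactose at OD600=0.02, exposed to compound 24 hr at 30 deg C.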
The depositor's hits bear a star; i = inactive; u = inconclusive; x = no result given; [ ] = dose if it differs, or a comment. Unless noted, calls come from the whole dose curve; as a rule, active = well fitted curve in the direction sought with a large enough effect; inconclusive = small, poorly fitted or top-dose-only effect, or another doubt; inactive = no such curve, though single readings can be large; an effect the other way counts as inactive or inconclusive.

compound | Akt phos inh | FUS suppressor | PTHR1 ag | Mm-Cpn inhibitor | Abeta yeast res | GLP-1R inv ag | aSyn yeast inh | HEK293 tox | TDP43 rescue
COc1ccc(CNC(=O)CC[C@H]2O[C@@H](n3ccc(=O)[nH]c3=O)[C@H](O)[C@@H]2O)cc1 | i | 2% | -12% | x | 4% | 13% | -8% | 2% | 20%
Cc1cc(-c2cccnc2)c(C#N)c(SCc2cccc(F)c2)n1 | x | 38% | -32%[inhibitor][57.5 µM] | -1% | 6% | 0% | -1% | -5% | -7%
O=C(CSc1nc2[nH]ncc2c(=O)[nH]1)Nc1cccc(Cl)c1 | i | 5% | i | -19% | -13% | 17% | -4% | -5% | -11%
Cc1ccc(NC(=O)CCN2C(=O)C3CCCCC3C2=O)c(O)c1 (stereo unspecified) | i | 0% | i | -1% | 7% | 18% | 3% | 1% | 5%
O=C(OC1CCOC1=O)c1ccccc1C(=O)c1ccc(Cl)c([N+](=O)[O-])c1 (stereo unspecified) | i | -1% | -2% | -2% | 17% | -5% | 8% | -4% | 1%
COC(=O)COc1ccc(C2Nc3c(Cl)ccc(C(=O)O)c3C3C=CCC32)cc1 (stereo unspecified) | i | u | i | -1% | 0% | 16% | 6% | 11% | u
COc1ccc(CCNS(=O)(=O)c2cccc(S(=O)(=O)N3CCCC3)c2)cc1OC | i | -12% | -7% | 2% | 26% | 6% | 6% | -1% | 17%
CN[C@H](C(=O)NC[C@H]1O[C@@H](n2cnc3c(N)ncnc32)[C@H](O)[C@@H]1O)[C@@H](C)OCc1ccccc1 | i | -23% | -26% | 2% | 8% | 13% | 5% | -2% | 18%
CCCCOc1ccc(C2C(C(=O)Nc3ccccc3OC)=C(C)Nc3nnnn32)cc1OC (stereo unspecified) | x | 3% | i | x | -8% | -6% | x | 10% | 28%
Cc1ccc2c(=O)cc(C(=O)Nc3nc4ccc(Cl)cc4s3)oc2c1 | x | -21% | -2% | x | -13% | -19% | x | -4% | 15%
Cc1cc(C)n(Cc2ccc(C(=O)O)cc2)n1 | i | 1% | -6%[57.5 µM] | -1% | 9% | 5% | -1% | -7% | -13%
COc1ccccc1CN(Cc1ccco1)c1cnc(S(C)(=O)=O)nc1C(=O)Nc1cc(C)ccc1C | x | u | -3% | x | 19% | u | x | -10% | 12%
CCn1c(SCc2c(Cl)cccc2Cl)nc2nc3c(cc2c1=O)CCCC3 | i | 18% | i | x | 4% | u | -7% | -16% | 18%
COC(=O)c1cc2sc(Cl)cc2n1CC(=O)N1CCCc2ccccc21 | i | 4% | i | -1% | 15% | u | 17% | -4% | 11%
Cc1ccc(CNC(=O)C2CCN(c3ncnc4c3nc3n4CCCCC3)CC2)cc1 | x | -16% | u | x | -13% | 3% | x | -2% | 5%

Reprinted at random: 6 entries already listed.
compound | Akt phos inh | FUS suppressor | PTHR1 ag | Mm-Cpn inhibitor | Abeta yeast res | GLP-1R inv ag | aSyn yeast inh | HEK293 tox | TDP43 rescue
CCCCOc1ccc(C2C(C(=O)Nc3ccccc3OC)=C(C)Nc3nnnn32)cc1OC (stereo unspecified) | x | 3% | i | x | -8% | -6% | x | 10% | 28%
COc1ccc(CNC(=O)CC[C@H]2O[C@@H](n3ccc(=O)[nH]c3=O)[C@H](O)[C@@H]2O)cc1 | i | 2% | -12% | x | 4% | 13% | -8% | 2% | 20%
O=C(CSc1nc2[nH]ncc2c(=O)[nH]1)Nc1cccc(Cl)c1 | i | 5% | i | -19% | -13% | 17% | -4% | -5% | -11%
COC(=O)COc1ccc(C2Nc3c(Cl)ccc(C(=O)O)c3C3C=CCC32)cc1 (stereo unspecified) | i | u | i | -1% | 0% | 16% | 6% | 11% | u
COc1ccccc1CN(Cc1ccco1)c1cnc(S(C)(=O)=O)nc1C(=O)Nc1cc(C)ccc1C | x | u | -3% | x | 19% | u | x | -10% | 12%
Cc1ccc2c(=O)cc(C(=O)Nc3nc4ccc(Cl)cc4s3)oc2c1 | x | -21% | -2% | x | -13% | -19% | x | -4% | 15%

(next part)
compound | Akt phos inh | FUS suppressor | PTHR1 ag | Mm-Cpn inhibitor | Abeta yeast res | GLP-1R inv ag | aSyn yeast inh | HEK293 tox | TDP43 rescue
CC(C)(C)NC(=O)C(c1ccncc1)N(C(=O)c1csnn1)c1cccc2ccccc12 (stereo unspecified) | i | -10% | -18% | -6% | -1% | -10% | -1% | -10% | 1%
O=C(/C=C/c1ccccc1)Nc1ccc(C(=O)N2CCCCC2)cc1 | i | 7% | -6% | 4% | -16% | u | 5% | -13% | -4%
COCCNC(=S)Nc1ccccc1Cc1ccccc1 | i | -17% | -12% | 3% | u | -25% | -2% | -11% | 6%
CCCN(C(=O)c1sc2nc3n(c(=O)c2c1C)CCCC3)c1ccccc1C | x | 31% | -74%[inhibitor] | x | -23% | u | x | 4% | 22%
O=c1[nH]c(=S)[nH]c2c1C(c1cc([N+](=O)[O-])c(N3CCOCC3)cc1N1CCOCC1)O2 (stereo unspecified) | i | 16% | -17% | 0% | -10% | 5% | 8% | -23% | 2%
O=C(c1cccn(Cc2ccc(Cl)c(Cl)c2)c1=O)N1CCOCC1 | i | 6% | -2%[57.5 µM] | 1% | 5% | 0% | -2% | 0% | -19%
CCCC[C@@H]1CNCCN1CC1(c2ccccc2)CC1 | i | -30% | -5% | 0% | -5% | -14% | -2% | 20% | -4%
CC(=O)c1ccc(NC(=O)CSc2cn(CC(=O)N(C(C)C)C(C)C)c3ccccc23)cc1 | x | 9% | -8% | x | -6% | -26% | x | 4% | 13%
Cc1ccc(NC(=S)NNc2ncc(C(F)(F)F)cc2Cl)c(C)c1 | i | u | i | 0% | u | u | -5% | -19% | 5%
COc1ccc2c(c1)OC1=C(C(=O)CCC1)C2C1=C(O)CCCC1=O (stereo unspecified) | i | 33% | i | 3% | 25% | -7% | 5% | 4% | -5%
Cc1ccc(NC(=O)NNC(=O)c2snnc2C)cc1 | i | -8% | i | -2% | -3% | 15% | 3% | 4% | -4%
CC(C)Cc1cc(C(=O)NCc2cccs2)no1 | i | -13% | -29% | -1% | -12% | u | 1% | 0% | 7%
O=C1NC[C@H](CCCCN2C[C@H](Cc3ccc(O)cc3)N(CCc3ccccc3)C(=O)C2=O)N(CCc2ccc(O)cc2)C1=O | i | 10% | -20% | x | -6% | 0% | 7% | 6% | 6%
COc1ccc(CN2CCNC(=O)C2CC(=O)NCCc2nc(C)c(C)s2)c(OC)c1 (stereo unspecified) | i | 24% | 15% | -2% | -8% | 18% | -1% | -2% | -18%
COc1cccc(CNC(=O)CN2C(=O)CCSc3ccc(S(=O)(=O)N4CCCC4)cc32)c1 | i | 19% | u | -1% | -3% | u | 1% | 6% | -5%

compound | Akt phos inh | FUS suppressor | PTHR1 ag | Mm-Cpn inhibitor | Abeta yeast res | GLP-1R inv ag | aSyn yeast inh | HEK293 tox | TDP43 rescue
Cc1oc2ccc(OCc3ccc(Br)cc3)cc2c1C(=O)O | i | -2% | i | 4% | -8% | -7% | -2% | 9% | -8%
N#CC1=C(N2CCOCC2)/C(=C\c2ccccc2)CC1 | i | -13% | -2% | -3% | 0% | u | -11% | 22% | 20%
CCOC(=O)NC1Cc2ccccc2C1Sc1ccccn1 (stereo unspecified) | i | -12% | -3% | 1% | 3% | u | -2% | 0% | 15%
Cn1c(CCNC(=O)c2cccs2)nnc1SCC(=O)Nc1nc(-c2ccccc2)cs1 | i | x | -20% | -17% | 35% | 4% | 2% | 8% | 9%
O=C(NCCc1nnc2ccc(NCc3ccccc3Cl)nn12)c1ccccc1 | i | 5% | i | -3% | -11% | -2% | u | 8% | -6%
CCn1c(SCc2nc3cc(OC)c(OC)cc3c(=O)[nH]2)nnc1-c1ccncc1 | i | 18% | u | -1% | 12% | 10% | 1% | 1% | -12%
O=C(C1CCCO1)N1CCN(c2ccccn2)CC1 (stereo unspecified) | i | 29% | i | -2% | 6% | 14% | -3% | 9% | -12%
O=C(COc1ccc2c(c1)OCO2)Nc1nncs1 | i | 8% | i | -1% | -11% | -2% | -10% | -14% | -15%
Cc1coc2cc3oc(=O)c(CCC(=O)NCCCN4CCOCC4)c(C)c3cc12 | i | -11% | -1% | -1% | -7% | 1% | 0% | 1% | 5%
O=C(CN(Cc1ccccc1F)C(=O)Cn1nnc(-c2cccs2)n1)NC1CCCCC1 | i | -1% | i | -1% | 7% | -40% | 0% | -16% | u
O=C(c1ccccc1)n1ccc(-c2cnc(-c3ccccc3)s2)n1 | i | -15% | -20%[57.5 µM] | -5% | -7% | 19% | 1% | 1% | 11%
COc1ccccc1C1CCN(Cc2ccccc2)CC1 | i | -5% | u | -1% | 1% | -6% | -5% | -16% | -10%
CCN(C(=O)CSc1nnc(Cn2nnc3ccccc32)o1)c1nc(-c2ccccc2)cs1 | i | x | -46%[inhibitor] | 0% | -7% | -8% | 19% | 12% | -17%
O=C(C[n+]1ccccc1)N/N=C/c1ccccc1F | i | -5% | i | 1% | 2% | 2%[7.66 µM] | -4% | -8%[7.66 µM] | 12%[9.22 µM]
COc1ccccc1-c1nnc(SCC(=O)N2CCC(C)CC2)o1 | i | -31% | i | 0% | 16%[9.22 µM] | 5% | -1% | 3% | 30%

Screening results: PubChem, National Center for Advancing Translational Sciences (NCATS)

Not all compounds are listed; rates above refer to the full screens.
